From PubChem BioAssay
Mdm2-MdmX inh: disrupts the human Mdm2-MdmX interaction; SaOS-2 split-luciferase Mdm2/MdmX complementation, luminescence; inhibition, % at 8 µM; hit rate 3% among 330,000; AID 485346;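 active means inhibition of at least 50% at 8 µM in the primary screen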
CHOP UPR activ: activators of apoptotic arm of unfolded protein response (CHOP). CHO-CHOP luciferase reporter, UPR activation, luminescence; percent of tunicamycin response over DMSO baseline. AID 449763. hit rate 0.34% among 330,000. activation, % at 10 µM;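 active means at 10 µM dose, activation of 40% or more, normalized to positive control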;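 further: 100% = tunicamycin at 10 µg/mL and 0% = DMSO alone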
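Evaluation: % reporter activation, DMSO baseline versus tunicamycin full activation; System: CHO-CHOP luciferase reporter cell line; Input: 500 cells/well; Incubation: 6 h compound treatment, 37 °C; Measured by: Steady-Glo luciferase luminescence; Dosing: one dose, 10 µM in 0.5% DMSO; Buffer or medium: F12 medium, 10% FBS; Benchmarks: positive tunicamycin 10 µg/mL, negative DMSO alone.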
APJ antag: antagonists of human APJ apelin receptor; P35414; CHO-K1 APJ beta-arrestin complementation, luminescence; inhibition, % at 20 µM; hit rate 0.32% among 330,000;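 active means inhibition above about 40% at 20 µM, limit read from the data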;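 further: cells challenged with 10 nM apelin-13 agonist together with compound; plate controls were apelin-13 plus DMSO wells for no effect and DMSO wells lacking apelin-13 for full effect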
Target sequence (P35414 whole entry, looked up): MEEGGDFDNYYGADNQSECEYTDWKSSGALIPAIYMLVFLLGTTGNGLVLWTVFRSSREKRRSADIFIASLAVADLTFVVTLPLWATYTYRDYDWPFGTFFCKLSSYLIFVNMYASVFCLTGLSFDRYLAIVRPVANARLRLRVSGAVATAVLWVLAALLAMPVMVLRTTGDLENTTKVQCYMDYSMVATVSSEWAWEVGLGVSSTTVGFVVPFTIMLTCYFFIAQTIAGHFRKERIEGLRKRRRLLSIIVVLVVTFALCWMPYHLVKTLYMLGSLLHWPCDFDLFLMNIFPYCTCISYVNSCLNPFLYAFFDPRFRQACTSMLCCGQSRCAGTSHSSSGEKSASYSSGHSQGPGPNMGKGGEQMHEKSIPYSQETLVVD
XBP1 UPR activ: adaptive UPR (XBP1) activation; hit rate 0.33% among 330,000; AID 463104; activation, % at 20 µM; CHO-XBP1 luciferase reporter, IRE1-XBP1 UPR activation, luminescence; percent of tunicamycin response, DMSO as zero;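 active means versus positive control, 20 µM dose yields 30% or more activation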;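 further: 100% = tunicamycin at 10 µg/mL and 0% = DMSO only wells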
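Material: CHO-XBP1 cells stably carrying IRE1-XBP1-driven luciferase reporter | Medium: F12 with 10% serum | Compound dosing: 20 µM single concentration, DMSO 1% | Incubation: Overnight seeding at 37 °C, 6 h compound treatment at 37 °C | Detection: Steady-Glo luminescence read | Read-out basis: % activation of reporter signal versus tunicamycin and DMSO controls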
EBI2 antag: antagonists of human EBI2 receptor; P32249; EBI2 beta-arrestin recruitment, luminescence, 7a,25-OHC stimulated; inhibition, % at 5 µM; hit rate 0.81% among 360,000; AID 651636; in the data active means inhibition above about 38%;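 further: enzyme fragment complementation signal reports receptor beta-arrestin coupling in cells; 0% = agonist plus DMSO wells and 100% = wells without agonist; some results beyond the cut were filed as inactive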
CXCR6 inh: CXCR6 (human) receptor inhibition. CHO-K1 PathHunter CXCR6 beta-arrestin, luminescence. O00574. hit rate 0.36% among 360,000. inhibition, % at 20 µM; in the data active means inhibition above about 34%, passing the limit was not always enough;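 further: antagonist mode with CXCL16 agonist at 10 nM final; 0% = 10 nM CXCL16 with DMSO and 100% = unstimulated wells without agonist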
Target sequence (O00574 whole entry, looked up): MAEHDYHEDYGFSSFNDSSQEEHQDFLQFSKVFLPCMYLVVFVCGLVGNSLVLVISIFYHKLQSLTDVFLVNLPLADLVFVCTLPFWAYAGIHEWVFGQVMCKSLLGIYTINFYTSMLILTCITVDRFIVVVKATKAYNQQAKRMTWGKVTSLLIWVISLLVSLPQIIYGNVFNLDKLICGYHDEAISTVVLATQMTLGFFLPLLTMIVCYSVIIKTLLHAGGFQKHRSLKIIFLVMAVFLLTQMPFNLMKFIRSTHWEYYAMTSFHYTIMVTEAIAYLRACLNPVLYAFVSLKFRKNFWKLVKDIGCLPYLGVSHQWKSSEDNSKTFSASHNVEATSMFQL
APJ ag: APJ receptor agonism | P35414 | CHO-K1 APJ PathHunter beta-arrestin, luminescence; 0% DMSO wells, 100% apelin | activation, % at 20 µM | hit rate 0.11% among 330,000;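 active means activation more than six SD over the plate average, tested at 20 µM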;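 further: 0% = DMSO alone and 100% = apelin-13 at 10 nM; some results filed as inactive read as strong as hits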
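Assay system – PathHunter CHO-K1 APJ (AGTRL-1) beta-arrestin reporter cells · Compound – one dose, 20 µM compound, 1% DMSO · Timing – compound 90 min 25 °C, reagent 1 h · Measured by – luminescence from split beta-galactosidase complementation, Galacton Star/Emerald II substrate · Measure – beta-arrestin recruitment to APJ as agonist activity, luminescent signal · Benchmarks – DMSO vs Apelin-13 10 nM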
tim23-1 inh: tim23-1 yeast growth inhibition; S. cerevisiae tim23-1 growth, BacTiter-Glo luminescence, 24 h; inhibition, % at 20 µM; hit rate 1.3% among 330,000; AID 463212;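 active means growth inhibition of the mutant yeast at or above 50%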;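 further: temperature-sensitive mutant grown at 25 °C; plate controls were DMSO-treated mutant yeast for no effect and medium wells lacking yeast for full effect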
CCR6 antag: antagonists of human CCR6 receptor | P51684 | CHO-K1 CCR6 PathHunter beta-arrestin, luminescence, CCL20-stimulated | inhibition, % at 20 µM | hit rate 0.49% among 340,000;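 active means compounds whose inhibition of the agonist-driven luminescence signal at 20 µM reaches about 50%, limit read from the data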;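 further: cells stimulated with CCL20 at 14 nM final; plate controls were DMSO with CCL20 for no effect and DMSO without agonist for full effect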
Target sequence (P51684 whole entry, looked up): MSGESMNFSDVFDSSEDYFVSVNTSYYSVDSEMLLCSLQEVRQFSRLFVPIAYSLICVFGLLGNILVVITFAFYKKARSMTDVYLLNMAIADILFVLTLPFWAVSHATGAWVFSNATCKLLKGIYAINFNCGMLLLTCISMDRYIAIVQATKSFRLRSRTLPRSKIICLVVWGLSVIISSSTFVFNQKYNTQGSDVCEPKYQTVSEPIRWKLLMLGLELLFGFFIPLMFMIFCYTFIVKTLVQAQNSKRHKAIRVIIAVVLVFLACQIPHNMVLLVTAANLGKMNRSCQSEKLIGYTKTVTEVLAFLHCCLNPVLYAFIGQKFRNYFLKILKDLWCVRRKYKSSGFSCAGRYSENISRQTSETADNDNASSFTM
* hit, by the source's call; · = not tested or not shown.

SMILES	Mdm2-MdmX inh	CHOP UPR activ	APJ antag	XBP1 UPR activ	EBI2 antag	CXCR6 inh	APJ ag	tim23-1 inh	CCR6 antag
COC(=O)c1nnn(CC(=O)NC(=O)Nc2cccc(C)c2C)c1C(=O)OC	-3.7	1.4	2.7	3.3	-1.9	10.3	-0.2	-7.6	-1.1
Cc1cccc(OCCn2cnc(Cl)c2Cl)c1	13.6	2.3	-4.2	0.8	-11.8	1.7	-6.5	20.7	9.8
COCCNC(=O)[C@@H]1CSC2c3ccc(OC)c(OC)c3C(=O)N21 (stereo partly specified)	32.1	-1.9	9.9	-3.3	-1.8	-11.3	-2.3	7.6	1.8
COc1cccc(C2(c3cccc(OC)c3)CC2C(=O)Nc2ccccc2Cl)c1 (stereo unspecified)	1.5	-0.1	5.5	-1.1	14.3	14.5	1.7	18.0	17.9
O=C(CNS(=O)(=O)c1ccc([N+](=O)[O-])cc1)N/N=C/c1ccc(O)cc1O	34.3	-1.3	-45.0	-7.2	0.2	-22.4	3.3	2.3	-8.6
CN(CCOc1ccc(Cl)cc1)c1ccc(S(=O)(=O)N2CCCCC2)cn1	15.3	-1.5	-6.9	1.4	28.9	-4.5	-4.6	6.6	12.8
Cc1ccc(N(C(C)C(=O)N2CCN(Cc3ccccc3)CC2)S(C)(=O)=O)cc1 (stereo unspecified)	26.4	-1.3	10.8	-3.1	3.5	5.4	0.5	20.8	12.8
COc1ccc(CC(=O)OCC(=O)NC2CCCC(C)C2C)cc1 (stereo unspecified)	11.9	-0.8	13.0	-2.8	2.0	5.5	-4.0	31.3	6.3
Cc1cc(C)cc(NC(=O)CSc2nc3nc(C)cc(C)n3n2)c1	9.3	-1.2	14.0	1.5	6.7	5.4	-1.5	0.5	5.4
Cc1ccc(NC(=O)c2ccccc2-c2ccccc2C(=O)O)cc1C	-24.2	-0.9	-8.0	-2.2	0.7	6.6	-0.1	12.1	-0.6
O=C1Nc2ccc(S(=O)(=O)NCc3ccco3)c3cccc1c23	28.8	-1.6	2.2	-3.2	-15.2	-9.8	0.3	9.3	-5.5
Cc1cc(Cl)c(OCCCN2CCCCC2)c(Br)c1	-4.8	0.0	6.4	0.6	-12.6	11.0	1.0	8.5	-3.0
CC1(C(=O)Nc2ccc3ccccc3c2)CC1(Br)Br (stereo unspecified)	10.9	2.3	-26.9	0.4	-5.3	-2.0	-0.4	43.5	-2.2
CC[C@]1(C(=O)OC)[C@H]2C(=O)N(Cc3ccccc3)C(=O)[C@H]2[C@H]2CN(C)C(=NC)N21	8.3	1.4	·	-1.6	-1.0	2.3	·	23.9	29.4
N#Cc1ccc2ccn(CC(=O)NCc3ccco3)c2c1	10.4	1.3	-11.9	-0.9	-7.0	-1.8	-0.8	17.1	-11.1
COCCCN1CC(=O)N2C(c3cccc(C)c3)c3[nH]c4ccccc4c3C[C@H]2C1=O (stereo partly specified)	-12.2	6.4	16.9	0.8	6.7	0.2	-3.3	15.4	8.2
CCOC(=O)/C(C#N)=C/c1c(N2CCN(CC)CC2)nc2c(C)cccn2c1=O	3.5	-0.5	11.5	-2.7	3.4	5.9	-2.4	-3.7	7.5
CC(=O)c1cccc(NC(=S)NC2CCCCC2)c1	-24.3	-1.9	-15.5	0.4	-2.2	-2.7	0.4	32.4	14.1
CON/C=N/C(=S)Nc1ncc(C(F)(F)F)cc1Cl	-0.8	-0.4	29.9	-4.1	-3.3	6.9	-4.2	7.7	9.8
COc1ccc(CCNC(=O)/C=C/c2ccc3ccccc3n2)cc1OC	58.4*	0.0	19.4	-1.8	5.8	0.7	3.9	29.6	5.8
Cc1ccc(C(=O)N2CCN(c3ccccc3)CC2)cc1S(=O)(=O)N1CCCC1	32.4	-0.4	-21.3	2.6	17.7	3.0	-3.3	20.8	10.6
COc1cc(OC)cc(-c2c(-c3cccs3)c3cc(-c4ccc(OCc5ccccc5)cc4)ccc3n2C)c1	-25.4	-0.1	-18.7	-1.7	-8.2	0.4	-0.3	-6.1	-3.4
CCc1ccc(N(CC(=O)NC(C)(C)CC)C(=O)CCC(=O)Nc2nccs2)cc1	10.6	2.5	-5.0	-0.3	-5.4	7.5	0.2	-0.2	21.4
COc1ccccc1NC(=O)COC(=O)c1cnccn1	18.0	-3.4	11.7	3.9	-1.8	2.2	-5.9	1.1	-9.5
CC1=NN(/C(=N\c2nnc(C)s2)Nc2ccccc2)[C@H](c2cccc3ccccc23)S1	-1.9	2.0	12.8	-0.8	5.6	19.0	-4.9	43.4	18.9
The listing continues:
SMILES	Mdm2-MdmX inh	CHOP UPR activ	APJ antag	XBP1 UPR activ	EBI2 antag	CXCR6 inh	APJ ag	tim23-1 inh	CCR6 antag
COCCNC(=O)C(C)Oc1ccccc1 (stereo unspecified)	-2.0	4.0	3.8	0.3	-6.1	-5.9	-2.3	5.3	8.3
c1ccc(CNc2nc(N3CCOCC3)nc(N3CCOCC3)n2)cc1	-9.1	2.4	-10.8	0.9	-2.7	4.9	4.8	19.5	-3.0
COC(=O)c1ccccc1-n1cccc1C(=O)NP(=O)(N1CCOCC1)N1CCOCC1	13.4	-1.8	8.7	-0.3	-15.2	0.2	1.3	1.0	6.6
Cc1ccc(NC2=NC3(CCCC3)N=C(N)N2)c(C)c1	20.3	-2.2	3.6	-1.3	-6.4	-3.5	-3.0	7.4	4.7
Cc1ccc(N(CC(=O)N2CCn3c2nc2ccccc23)S(=O)(=O)c2c(C)n[nH]c2C)cc1	0.3	-1.7	-11.3	2.4	3.4	-5.4	1.4	13.7	3.6
CCOC(=O)c1c(C)[nH]c(C)c1S(=O)(=O)N1CCC(c2ccccc2)C1 (stereo unspecified)	-17.7	1.0	-3.6	-4.5	-0.5	2.7	-0.1	13.5	-3.3
CCOC(=O)CCCNC(=O)CCNC(=O)c1ccc(OCCC(C)C)cc1	-4.6	1.7	-7.4	0.4	-3.8	0.2	2.1	9.8	9.4
COc1ccccc1C(=O)Nc1ccnn1C1CCN(CC2CC=CCC2)CC1 (stereo unspecified)	1.9	0.2	-4.0	-4.5	-1.0	0.6	-9.4	-15.8	-5.2
Cc1ccc(C)c(/C(O)=C2\C(=O)C(=O)N(CCCn3ccnc3)C2c2ccncc2)c1 (stereo unspecified)	8.3	-1.3	5.5	-2.7	12.9	3.0	0.0	11.6	-3.2
Cc1cccnc1NC(=O)CCNC(=O)c1ccc(Br)cc1	15.4	1.0	-1.8	-3.9	-6.5	-1.1	2.0	3.5	-2.9
Clc1cccc(Cl)c1CSc1nnc(-c2sccc2-n2cccc2)o1	12.9	1.0	8.8	3.6	0.8	-0.2	-3.0	22.2	8.0
CN(C)S(=O)(=O)c1ccc(NC(=O)c2cc(-c3cccs3)nc3ccccc23)cc1	64.0*	5.7	-22.5	0.1	-9.0	4.7	5.2	-2.7	7.2
COc1cc(S(=O)(=O)N2CCN(C(=O)C3CC3)CC2)ccc1NC(C)=O	0.5	0.6	0.9	-3.9	-5.0	-3.4	-0.3	6.7	8.4
NC(=O)[C@@H]1CCCN1Cc1nc(-c2ccccc2)no1	9.4	1.7	-6.9	0.2	-3.1	3.2	-1.2	2.8	4.5
CC(C)N(Cc1nccn1C)C(=O)c1cc(COc2ccc3ncccc3c2)on1	29.0	-2.8	-2.0	-2.8	-12.2	-3.5	0.1	10.8	5.3
CCOC(=O)CSc1nnc(Cc2ccccc2)n1-c1cccc(Cl)c1	-3.5	1.8	-3.2	0.1	-4.1	-2.3	-6.6	25.9	-3.9
COc1cc(C(=O)OCC(=O)Nc2c(F)cccc2F)cc(OC)c1C	-9.9	-1.3	-6.9	-4.2	4.6	-2.1	-2.0	2.8	13.9
O=C(Nc1ccc2nc3n(c(=O)c2c1)CCCC3)c1cccc([N+](=O)[O-])c1	-25.4	6.9	-24.9	3.0	-5.1	-1.6	-0.5	-4.9	8.2
COc1ccc(-c2nc(CS(=O)(=O)CC(=O)NCc3cccc(Br)c3)c(C)o2)cc1	-6.0	0.8	2.4	1.9	-4.9	0.8	-0.2	9.0	11.0
Cc1nc(-c2ccc(S(=O)(=O)NCc3ccccn3)s2)cs1	13.2	2.7	24.1	4.4	0.1	-3.2	-4.3	12.7	-0.5
Cc1ccc(C(=O)CSc2nnc(COc3ccccc3)o2)cc1	11.2	-1.4	-27.3	-4.2	13.7	-7.3	-1.5	10.0	15.0
CCO[C@@H]1OC(C(=O)Nc2ccccc2)=C[C@H](C)[C@H]1CCCO	-34.1	3.2	-3.9	-2.2	3.2	-3.1	3.7	12.3	4.0
O=C(CCc1nc2ccccc2s1)OCC(=O)c1ccc[nH]1	15.0	0.9	23.7	0.4	2.1	-3.7	-1.7	2.4	0.4
CCOC(=O)NN=C1CCC(c2ccccc2)CC1 (stereo unspecified)	28.0	1.7	22.9	-5.2	2.8	-1.7	-4.3	6.5	12.6
C#CC(CC)(CC)NC(=O)c1cc(S(=O)(=O)N2CCCCC2)ccc1N1CCOCC1	6.2	2.1	2.8	-0.4	9.6	-1.5	2.2	25.2	11.2
Following part
SMILES	Mdm2-MdmX inh	CHOP UPR activ	APJ antag	XBP1 UPR activ	EBI2 antag	CXCR6 inh	APJ ag	tim23-1 inh	CCR6 antag
COc1ccc(CCNC(=O)CC2SC(N)=NC2=O)cc1OC (stereo unspecified)	-14.7	-1.2	3.4	-0.2	0.5	-6.3	-1.4	21.0	5.1
NC(=O)C1(C(N)=O)OC1c1ccc(Cl)c(Cl)c1 (stereo unspecified)	5.2	-0.3	4.7	-1.1	6.6	-0.3	-5.6	8.6	2.8
CC(NC(=O)C(=O)N1CCCCC1)C(c1cccs1)N1CCN(c2ccccc2)CC1 (stereo unspecified)	7.7	-0.1	-4.0	0.2	-3.0	2.9	3.7	25.0	-1.4
O=C(NC(=S)Nc1ccc(N2CCOCC2)cc1)c1ccccc1	-16.1	4.4	-0.7	-2.8	-12.5	-0.4	-2.9	-1.1	18.6
Cc1[nH]nc(NNC(=O)c2ccccc2)c1[N+](=O)[O-]	-4.4	0.1	12.0	0.0	-0.9	4.7	-0.5	3.8	9.3
O=C(N=c1ccn(-c2nc3ccccc3nc2NS(=O)(=O)c2ccc(Cl)cc2)cc1)c1cccs1	19.1	1.4	-3.8	1.6	4.7	8.6	-1.5	-17.9	0.9
COc1ccc(C2=NOC(C(=O)Nc3cc(C)nn3-c3ccccc3)C2)cc1OC (stereo unspecified)	-4.3	-0.2	10.8	1.1	5.1	-1.0	-1.5	1.3	-3.5

Individual results from the entries so far.
COc1ccc(CCNC(=O)CC2SC(N)=NC2=O)cc1OC (stereo unspecified) in APJ antag is entered as 3.4
Cc1[nH]nc(NNC(=O)c2ccccc2)c1[N+](=O)[O-] in tim23-1 inh is entered as 3.8

An excerpt, so the mix of outcomes need not match the whole.
